Epigenetic reg = derepresses silenced GFP reporter in murine cells; murine LDR cells, GFP reporter derepression, 30 h; Potency, µM (titrated, usually from 53.9 µM), for inactives: at the top dose GFP activation, actives largely listed as activators; 280,000 compounds, 0.2% hits; also: potency is read from the fitted curve at half-maximal effect; % of control where 0% means no effect; nearly all actives have a fitted effect of over 60% in size
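In this reporter-derepression format, murine cells bearing a silenced integrated CMV-GFP locus incubate with test compound (30 h, 37 C), then are washed and imaged; fluorescent objects of 20–120 um count as induced cells.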
HTT aggregate = mutant huntingtin aggregation inhibition | PC12 HttQ103-GFP aggregates, Acumen cytometry, 40 h | Potency, µM (highest dose often 46.1 µM), for inactives: at the highest dose activity change, negative = inhibition, usual class: inhibitors | 220,000 compounds, 1.1% hits; also: potency is read from the fitted curve at half-maximal effect; % is scaled to controls: 0 for no effect and ±100 for the full control effect; nearly all actives have a fitted effect of over 60% in size
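Inducible Q103 Huntingtin exon 1–GFP PC12 line, 1500 cells/well in phenol red free DMEM with 5% equine and 5% calf serum. Tebufenozide 100 nM induced expression; compounds titrated; aggregates quantified by cytometry.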
L3MBTL1 block = inhibitors of human L3MBTL1 | AID 485360 | Potency, µM (highest dose often 57.1 µM), without a hit: at the top dose activity, negative = inhibition, most hits filed as inhibitors | Q9Y468 | 230,000 compounds, 0.66% hits | AlphaScreen L3MBTL1–H3K9me1 peptide binding; also: potency is read from the fitted curve at half-maximal effect; % is scaled to controls: 0 for no effect and ±100 for the full control effect; nearly all actives have a fitted effect of over 60% in size
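L3MBTL1 50 nM + b-AHA-H3(1-15)K9me1 75 nM, 30 min RT; compound added, 30 min RT; streptavidin donor/Ni-chelate acceptor beads 10 ug/mL each final, 30 min RT dark; AlphaScreen read.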
IMPase Li inh = cell-permeable IMPase inhibitors with lithium potentiation; 210,000 compounds, 0.35% hits; AID 1457; Potency, µM (top dose mostly 59.4 µM), without a hit: at the top dose activity, negative = IMPase inhibition, hits mostly inhibitors; CHO-M1 cells, IP1 TR-FRET (IP-One), carbachol + lithium;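 also: IP1 builds up when IMPase is blocked and the TR-FRET signal falls; potency is read from the fitted curve at half-maximal effect; plate controls were basal vehicle for no effect and high inhibitor control for full effect; nearly all actives have a fitted effect of over 50% in size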
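Lithium-sensitised IP1 accumulation assay; M1-expressing CHO cells treated 30 min at 37C with compound. Competitive antibody detection by time-resolved FRET followed a 10 min room-temperature lysis step.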
NPSR antag = neuropeptide S receptor (human) antagonism, cAMP | Potency, µM (series often up to 38.3 µM), for the others: top-dose activity change, negative = inhibition, hits mostly inhibitors | AID 1461 | 220,000 compounds, 1% hits | Q6W5P4 | CHO-NPSR cells, cAMP TR-FRET, antagonist mode; also: potency is read from the fitted curve at half-maximal effect; % is scaled to controls: 0 for no effect and ±100 for the full control effect; nearly all actives have a fitted effect of over 50% in size; many of its hits are not listed in these tables
Target sequence (Q6W5P4 whole entry, looked up): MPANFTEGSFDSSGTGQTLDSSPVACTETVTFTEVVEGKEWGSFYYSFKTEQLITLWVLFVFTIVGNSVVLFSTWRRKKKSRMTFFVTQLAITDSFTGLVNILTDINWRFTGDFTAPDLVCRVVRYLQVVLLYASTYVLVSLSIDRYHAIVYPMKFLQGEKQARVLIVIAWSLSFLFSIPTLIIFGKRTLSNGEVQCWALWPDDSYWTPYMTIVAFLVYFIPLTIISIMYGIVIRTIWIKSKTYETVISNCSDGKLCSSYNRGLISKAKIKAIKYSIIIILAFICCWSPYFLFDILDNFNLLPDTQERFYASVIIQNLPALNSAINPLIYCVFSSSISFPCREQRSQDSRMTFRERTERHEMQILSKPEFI
CBFb RUNX1 block = CBF-beta/RUNX1 interaction disruption. 230,000 tested, under 10 active. Q01196+Q13951. Potency, µM (series often up to 59.8 µM), inactives show at the top dose activity, negative = inhibition, hits mostly inhibitors. AlphaScreen CBFb-His/RUNX1-biotin binding, biochemical; also: % of control where 0% means no effect
Target sequence (Q01196 whole entry, looked up): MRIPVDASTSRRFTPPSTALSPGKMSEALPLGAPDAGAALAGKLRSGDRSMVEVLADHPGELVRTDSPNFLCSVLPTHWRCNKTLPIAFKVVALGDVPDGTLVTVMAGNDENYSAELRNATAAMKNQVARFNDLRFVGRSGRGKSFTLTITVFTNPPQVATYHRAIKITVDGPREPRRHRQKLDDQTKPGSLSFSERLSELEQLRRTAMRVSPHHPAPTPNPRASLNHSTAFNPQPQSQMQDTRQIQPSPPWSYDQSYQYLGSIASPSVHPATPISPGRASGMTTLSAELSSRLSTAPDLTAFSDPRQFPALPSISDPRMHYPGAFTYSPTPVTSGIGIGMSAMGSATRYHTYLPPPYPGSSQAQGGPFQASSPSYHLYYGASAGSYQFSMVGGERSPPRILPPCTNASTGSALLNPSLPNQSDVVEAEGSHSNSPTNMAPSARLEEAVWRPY
Target sequence (Q13951 whole entry, looked up): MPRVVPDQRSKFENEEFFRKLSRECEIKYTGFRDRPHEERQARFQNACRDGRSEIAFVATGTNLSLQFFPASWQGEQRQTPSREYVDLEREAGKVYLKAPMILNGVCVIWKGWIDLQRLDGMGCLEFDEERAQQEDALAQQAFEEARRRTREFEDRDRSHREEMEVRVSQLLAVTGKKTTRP
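Proteins preincubated together for 20 min at RT before compound addition; 15 min later, nickel and streptavidin beads were added and left 90 min prior to AlphaScreen measurement.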
KinaseGlo FLuc = blocks Kinase-Glo luciferase, a counter-screen artifact. 200,000 compounds, 0.28% hits. Potency, µM (top dose mostly 38.3 µM), without a hit: at the top dose activity change, negative = inhibition, hits mostly inhibitors. Q27757. Kinase-Glo luciferase, ATP luminescence, 8 min; also: potency is read from the fitted curve at half-maximal effect; % is scaled to controls: 0 for no effect and ±100 for the full control effect; nearly all actives have a fitted effect of over 60% in size
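Recombinant Kinase-Glo luciferase, 10 uM ATP (linear range), luciferin; imidazole pH 7.2 / KCl / MgCl2 / Tween / BSA buffer; 8 min RT; luminescence.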
The depositor's hits bear a star; ? = inconclusive; . = not tested or not shown; [ ] = remark or other dose. Calls follow the shape of the dose curve; as a rule, active = well fitted curve in the direction sought with a large enough effect; inconclusive = small, poorly fitted or top-dose-only effect, or another doubt; inactive = no such curve, though single readings can be large; an effect the other way counts as inactive or inconclusive. These rows are one share of the data; the hit share may differ from the screen's.

Values run as follows: Epigenetic reg	HTT aggregate	L3MBTL1 block	IMPase Li inh	NPSR antag	CBFb RUNX1 block	KinaseGlo FLuc
> COc1cc2cc(CN(CCO)C(=O)c3cccs3)c(=O)[nH]c2cc1OC
 : 0.0%	19%	.	37%[38.3 µM]	-12%[46.1 µM]	-2%	-1%
> COc1ccc(NC(=O)COC(=O)CNC(=O)c2cc(OC)c(OC)c(OC)c2)cc1
 : 2.3%	-18%	2%	-3%	12%	10%	1%
> O=C(COc1ccc(Cl)cc1)N(Cc1ccco1)C1CCS(=O)(=O)C1 (configuration not stated)
 : 0.1%	-12%[9.22 µM]	-8%	.	11%	0%	.
> Cc1ccccc1CN1C[C@@H]2C[C@@H](c3ccc4nsnc4c3)N3CCC[C@@]23C1=O
 : -0.1%	20%[9.22 µM]	-3%	15%	35%	-4%	.
> O=C(NC1(C(F)(F)F)N=C(c2ccccc2)NC1=O)c1ccccc1F (configuration not stated)
 : 0.0%	8%	1%	-9%	12%	-6%	1%
> O=C(COc1ccc(Cl)cc1)Nc1ncccn1
 : -1.1%	6%	3%	1%[38.3 µM]	?	?	-6%
> CC(C(=O)O)C1SC(=O)NC1=O (configuration not stated)
 : 0.7%	-9%	.	6%[38.3 µM]	0%[46.1 µM]	3%	0%
> COc1ccc2[nH]cc(CCNC(=S)NCCc3ccccc3)c2c1
 : -0.2%	-5%	-2%	8%	-17%	-16%	5%
> O=C(NNc1nc(-c2ccc(Br)cc2)cs1)c1ccco1
 : -3.3%[10.1 µM]	7%[9.22 µM]	-19%	0%	5%	-3%	0%
> Cc1ccc(OCCCn2c(=O)oc3ccccc32)cc1
 : 0.0%	1%[9.22 µM]	31%[activator]	-2%	20%	27%	2%
> CC1CCN(S(=O)(=O)c2ccc(F)c(C(=O)O)c2)CC1
 : 0.0%	14%	10%	12%[38.3 µM]	-4%[46.1 µM]	4%	2%
> CCS(=O)(=O)c1ccc(O)c(NC(=O)/C=C/c2ccccc2)c1
 : -1.0%	-8%[9.22 µM]	3%	10%	23%	3%	-3%
> CN(C)c1ccc(-c2cc(NCc3cccnc3)ncn2)cc1
 : -0.8%	.	.	-13%	.	.	-3%
> COc1cc2ncc(S(=O)(=O)c3ccccc3)c(N3CCC4(CC3)OCCO4)c2cc1OC
 : -0.4%	?	.	13%	-25%	-8%	3%
> CN(c1ccccc1C(=O)Nc1cccnc1)S(C)(=O)=O
 : -3.0%	-4%	.	-12%[38.3 µM]	-18%[46.1 µM]	6%	9%
> COC(=O)c1ccc(CNCC(=O)Nc2ccc(C(=O)OC)cc2)cc1
 : 0.0%	7%	-24%	-4%	20%	?	0%
> O=C(CSc1nnc2ccccn12)NCCc1ccc(Cl)cc1
 : -1.5%	7%	5%	-1%	1%	7%	4%
> CC(C)CN(C(=O)CN1CCN(c2ccccc2F)CC1)c1c(N)n(CC(C)C)c(=O)[nH]c1=O
 : -3.2%	-13%	6%	0%	4%	0%	2%
> C/C(=N\NC(=O)c1nn(C)c(C)c1Br)c1cccc(NC(=O)c2ccoc2C)c1
 : 0.0%	22%	5%	3%	2%	3%	-2%
> Cn1c(SCC(=O)Nc2cccc(F)c2)nnc1-c1cc2ccccc2o1
 : -1.1%	15%	5%	1%[38.3 µM]	?	4%	-4%
> Cc1nn(Cc2ccccc2)c(C)c1NC(=O)c1cccs1
 : 0.0%	-3%	7%	3%	10%	8%	-2%
> Cc1ccccc1-c1nc2ccccc2o1
 : 9.6%	-1%[9.22 µM]	.	14%[38.3 µM]	4%[46.1 µM]	2%	-3%
> CC(=NC1CC1)c1c(-c2ccccc2)[nH]n(-c2nc3ccccc3s2)c1=O
 : -2.4%	-5%	.	30%[activator][38.3 µM]	?	-3%	-2%
> COCCNC(=O)CCCn1c(=O)c2cc(OC)c(OC)cc2n(CC(=O)c2cccc(OC)c2)c1=O
 : -2.4%	-19%	.	-9%	-8%	8%	0%
> COc1ccc2nc(NCCO)[nH]c2c1
 : 0.0%	-8%	1%	9%[38.3 µM]	-17%[46.1 µM]	6%	-2%
> CCC(C)NC(=O)COc1ccc(Br)c(C)c1 (configuration not stated)
 : 0.0%	-15%	.	35%[activator][38.3 µM]	-10%[46.1 µM]	-3%	-2%
> CSc1nc(-c2ccc(C)cc2)[nH]c1S(=O)(=O)c1ccccc1
 : -1.4%	-14%	0%	-5%[38.3 µM]	-23%[46.1 µM]	-1%	1%
> CCOC(=O)c1ccc(Nc2nc(C)cc(C)c2C#N)cc1
 : -2.0%	19%	-2%	14%[38.3 µM]	-14%[46.1 µM]	19%	3%
> CC1CCN(c2c(NCC3CCC(C(=O)NCc4ccccc4Cl)CC3)c(=O)c2=O)CC1 (configuration not stated)
 : -4.3%	-4%	-1%	6%	-6%	0%[2.36 µM]	1%
> CCNc1ccc(S(=O)(=O)N(C)C)cc1NCC(=O)Nc1c(F)cccc1F
 : -0.1%	20%	2%	11%	8%	0%	6%

Fetched by structure from above, two records:
Values run as follows: Epigenetic reg	HTT aggregate	L3MBTL1 block	IMPase Li inh	NPSR antag	CBFb RUNX1 block	KinaseGlo FLuc
> CN(C)c1ccc(-c2cc(NCc3cccnc3)ncn2)cc1
 : -0.8%	.	.	-13%	.	.	-3%
> O=C(NNc1nc(-c2ccc(Br)cc2)cs1)c1ccco1
 : -3.3%[10.1 µM]	7%[9.22 µM]	-19%	0%	5%	-3%	0%

Remaining list, next part
Values run as follows: Epigenetic reg	HTT aggregate	L3MBTL1 block	IMPase Li inh	NPSR antag	CBFb RUNX1 block	KinaseGlo FLuc
> Cc1cccc(NC(=S)NC23CN4CN(CN(C4)C2)C3)c1C
 : -1.4%	2%	.	-11%	10%	3%	2%
> CC(C)Cn1nc(NC(=O)C2CCCO2)c2cc3ccccc3nc21 (configuration not stated)
 : -0.2%	10%	32%[activator]	-5%[38.3 µM]	-6%[46.1 µM]	?	-5%
> NC(=O)c1ccsc1NC(=O)C1CCCN1S(=O)(=O)c1ccc(Cl)cc1 (configuration not stated)
 : -2.1%	14%	-6%	13%[38.3 µM]	-21%[46.1 µM]	-7%	-1%
> CC(C)c1ccc(Nc2nnc(SC3CCOC3=O)s2)cc1 (configuration not stated)
 : ?	-5%	-8%	8%	3%	-2%	-1%
> CC(C(=O)Nc1ccccc1Br)c1ccc([N+](=O)[O-])cc1 (configuration not stated)
 : -0.9%	5%	-1%	.	3%[46.1 µM]	-2%	.
> COc1cccc(/C(C)=N/NC(=O)c2cc(-c3cccnc3)nc3ccccc23)c1
 : 0.0%	-6%	5%	9%	21%	-5%	-3%
> O=C1CN(C(=O)c2cc3ccccc3oc2=O)C(c2ccccc2)c2cc(F)ccc2N1 (configuration not stated)
 : 4.6%	-20%	-13%	4%	-9%	-1%[2.36 µM]	-4%
> COC(=O)C1=C(C(=O)OC)[C@@H]2N(C)c3ccc(OC)cc3[C@@]23C[C@@H](C(=O)OC)N(C(=O)COCc2ccccc2)C3=N1
 : .	.	.	-7%	.	11%[13.1 µM]	-3%[7.66 µM]
> COc1ccc(C2CC(C(F)(F)F)n3nc(C(=O)O)cc3N2)cc1 (configuration not stated)
 : -1.8%	-2%[9.22 µM]	4%	.	-20%	-2%	.
> CSCC[C@H](NC(=O)C1CCN(S(=O)(=O)c2ccc(C)cc2)CC1)C(=O)NC1CCS(=O)(=O)C1 (some centres not stated)
 : 0.4%	4%	-9%	-8%	10%	0%	1%
> COC(=O)c1c(S(=O)(=O)NCc2ccccc2)sc(C(=O)O)c1C
 : 2.1%	0%	.	10%[38.3 µM]	1%[46.1 µM]	-15%	-2%
> CC(C)N1CCC(N2CCN(CCCc3ccccc3)CC2CCO)CC1 (configuration not stated)
 : 2.5%	-6%[9.22 µM]	-19%	17%	-2%	-11%	2%
> Cc1ccc(-c2nc(C(F)(F)F)cc(=O)[nH]2)cc1
 : 2.2%	-17%[9.22 µM]	7%	.	-25%	15%	.
> CCc1nc(SCC(=O)c2ccccc2)c2ccccc2n1
 : 1.1%	13%[9.22 µM]	1%	4%	-9%	-20%	0%
> COC(=O)c1nnn(CC(=O)NC(=O)Nc2ccccc2)c1C(=O)OC
 : 1.3%	-22%	-7%	-2%	4%	3%	0%
> O=c1oc(-c2cccc(C(F)(F)F)c2)nn1-c1ccc(C(F)(F)F)cn1
 : 0.5%	19%[9.22 µM]	18%	.	-24%	8%	.
> COc1ccc(N=C2SC(C(=O)Nc3ccc4c(c3)OCO4)CC(=O)N2C)cc1 (configuration not stated)
 : -2.0%	-13%	-1%	-2%[38.3 µM]	?	-13%	-5%
> COC(=O)c1cc(Br)c(=O)n(Cc2ccc(OC)c(OC)c2)c1
 : 1.0%	-10%	.	12%[38.3 µM]	5%[46.1 µM]	4%	-4%
> COC(=O)CSc1nnc(Cc2cc(=O)[nH]c(=O)[nH]2)n1-c1cccc(OC)c1
 : -0.9%	-8%	4%	-9%	-9%[46.1 µM]	9%	4%
> CCc1ccc(N2CCN(C(=O)c3ccc(OC)c(OC)c3)CC2)cc1
 : -0.8%	?	-5%	30%[38.3 µM]	-4%[46.1 µM]	4%	2%
> Cc1cc(NC(=O)c2c(F)cccc2F)n(-c2nc3ccccc3[nH]2)n1
 : 0.0%	?	-1%	1%[38.3 µM]	?	8%	-3%
> Cc1ccc(C)n1NC(=O)c1cccc(Cl)c1
 : 0.8%	16%	.	16%[38.3 µM]	-8%[46.1 µM]	-9%	-1%
> O=C(NC(=S)Nn1cnnc1)c1cccc(Br)c1
 : -3.8%	1%	5%	-7%	9%	-3%	-13%
> O=S(=O)(NCc1csc(-c2cccs2)n1)c1ccc(Cl)cc1
 : -1.4%	4%[9.22 µM]	2%	.	15%[7.67 µM]	3%	.
> C=CCn1c(C(C)NC(=O)c2ccccc2)n[nH]c1=S (configuration not stated)
 : -1.2%	17%	-1%	2%[38.3 µM]	-1%[46.1 µM]	6%	-1%
> CCOC(=O)CCc1c(C)nc2cc(C3CCCN(C(=O)OC(C)(C)C)C3)[nH]n2c1=O (configuration not stated)
 : -1.0%	23%	7%	27%[38.3 µM]	-7%[46.1 µM]	4%	-6%
> O=C(NNc1cc(Cl)ccc1Cl)c1c(F)cccc1Cl
 : -0.2%	9%[9.22 µM]	-3%	.	-12%	8%	.
> NC(=O)[C@@H]1CC2(CC(c3cccc(NC(=O)CC(c4ccccc4)c4ccccc4)c3)=NO2)CN1C(=O)[C@@H]1CCC(=O)N1 (some centres not stated)
 : 1.6%	-15%[9.22 µM]	.	.	19%	-5%	.
> O=C1c2ccccc2C(=O)N1CCc1nc2ccccc2c(=O)n1-c1ccccn1
 : 0.0%	10%	4%	5%[38.3 µM]	-13%[46.1 µM]	8%	-1%
